# PMI inhibitors: inhibitors of human PMI, primary screen, biochemical, fluorescence intensity, coupled assay (AID 1209); 190,000 tested, 0.42% active; one-dose inhibition, % at 20 µM; IC50 in µM for titrated hits; purified PMI enzyme, coupled fluorescence intensity; higher % means a stronger effect;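 further: plate controls were DMSO vehicle for no effect and wells lacking substrate for full effect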
# human PMI inhibitors: MPI inhibition at elevated mannose 6-phosphate – biochemical, fluorescence intensity, high mannose 6-phosphate, primary screen (AID 1220); 190,000 tested, 0.66% active; inhibition, % at 20 µM; hits with a dose series show IC50 in µM; recombinant PMI enzyme, coupled fluorescence intensity; higher % means a stronger effect
# Autophagy mod: alters autophagy in cells | calls only at 10 µM (by protocol) | MEF GFP-LC3 puncta imaging; test concentration mostly 10 µM | 190,000 tested, 0.98% active | AID 463193;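 active means percentage of spot-positive cells more than 3 SD above its plate mean, without a fluorescence outlier flag or 80% toxicity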;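 further: spot-positive cell cutoff set from DMSO-treated cells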
# Insulin prom up: MIN6 insulin promoter up-regulation; MIN6 insulin promoter-GFP reporter, high-content imaging; stronger effect = higher value; z-score at 5 µM; 190,000 tested, 0.3% active; AID 1625;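 active means z-score above 3 at 5 µM with at least 500 cells counted in the well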
# Dynein cargo inh: blocks dynein driven cargo transport along microtubules | 3617.4 mouse cells, GR-EGFP nuclear translocation imaging; test concentration mostly 20 µM; stimulated with dexamethasone, 1 µM; stronger effect = lower value | z-score, hits read low | 220,000 tested, 0.47% active | AID 1381;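 active means plate z-score of nuclear minus cytoplasmic receptor signal below a set negative limit, without overly bright fluorescence or cell loss, cut at about -3.5 in these data, passing the limit was not always enough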;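 further: z-score of nuclear minus cytoplasmic ring GR-EGFP intensity difference per well; some compounds called inactive have numbers as strong as hits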
#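 Also added – dexamethasone, 1.0 µM final · Buffer or medium – tet-free, stripped-serum medium · Schedule – induction 48 h, compound 1 h, agonist 30 min · Detection – formaldehyde fixation, Hoechst nuclear stain, 10x automated fluorescence imaging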
# bCat nuc transl: alters nuclear translocation of beta-catenin in HeLa cells; 190,000 tested, 0.3% active; immunofluorescence imaging; nuclear translocation activity, % at 5 µM;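 active means nuclear translocation activity above 50% at 5 µM, with a well cell count of 50 or more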;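 further: per-cell ratio of nuclear to cytoplasmic median beta-catenin stain intensity; plate controls were DMSO negative control for no effect and GSK-3 inhibitor IX positive control for full effect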
#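 Technique: fluorescence imaging of beta-catenin antibody stain plus DAPI / Material: human HeLa cell line / Incubation: compound treatment 24 h, 37°C, 5% CO2 / Read-out basis: % activation of per-cell nuclear versus cytoplasmic median beta-catenin signal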
# Yfh1-depleted yeast: enhancers of respiration in Yfh1-depleted yeast, dose response, Friedreich's ataxia, plus single-dose screen (AID 1465). fold induction at 50 µM; hits with a dose series show EC50 in µM. 220,000 tested, 0.074% active. S. cerevisiae Yfh1-off respiration, WST-1 reduction, 72 h; higher fold induction means a stronger effect;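 active means fold induction of absorbance versus untreated yeast above a set limit, then at least 30% activation at any dose in follow-up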;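 further: activators that raise dye reduction in frataxin-depleted yeast; strong numbers were not always called active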
# MT stabilize HCS: microtubule stabilization, imaging screen; HeLa tubulin immunostaining HCS, 24 h; share of cells brighter than vehicle mean+2SD; % tubulin-high responders, % at 10 µM; 200,000 tested, 0.83% active; AID 2205;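 active means plate Z-score above 3 for both tubulin-high and condensed-nucleus cell shares, with cell loss under 80%, at 10 µM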;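 further: anti alpha tubulin signal scored within the nucleus-defined area of each cell; some results filed as inactive read as strong as hits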
# WT yeast gro inh: growth inhibition of WT yeast, mitochondrial fusion screen; mitochondrial fusion phenotypic screen, WT strain; inhibition, % at 10 µM; 190,000 tested, 2.1% active; in the data active means inhibition above about 58%; tested in S. cerevisiae
# WT yeast gro inh mutant strain: second read-out of WT yeast gro inh, no call of its own (marks repeat the call); inhibition, %; mitochondrial fusion phenotypic screen, mutant strain inhibition
# Dynein cargo inh cytoplasmic EGFP: further read-out of Dynein cargo inh, marked with its call; z-score; measured here: cytoplasmic GR-EGFP intensity; stronger effect = higher value
# Dynein cargo inh nuclear GR-EGFP: recorded beside Dynein cargo inh, whose call it bears; z-score; measured here: nuclear GR-EGFP intensity;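 lower value marks the stronger effect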
# Dynein cargo inh cell count: further read-out of Dynein cargo inh, marked with its call; z-score; measured here: cell count per field
# Insulin prom up cell count: second read-out of Insulin prom up, no call of its own (marks repeat the call); cell count; measured here: cytotoxicity, nuclei count;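 total cells summed across four imaged fields per well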
# bCat nuc transl cell count 5 µM: also measured in bCat nuc transl; calls as there; cell count; measured here: cell count, cytotoxicity flag
# MT stabilize HCS Hoechst-high %: also measured in MT stabilize HCS; calls as there; % Hoechst-high responders; measured here: nuclear condensation Hoechst responders;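 share of cells brighter than vehicle mean plus two SD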
# MT stabilize HCS cytotoxicity %: recorded beside MT stabilize HCS, whose call it bears; toxicity, %; measured here: cytotoxicity by cell density;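 0% = mean cell density of plate MIN control wells and 100% = no cells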
# Autophagy mod cell loss 18 h: further read-out of Autophagy mod, marked with its call; toxicity, %; measured here: cell loss, nuclei count;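 cell loss after 18 h compound exposure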
# * hit, by the source's call; i = inactive; · = no result given. Unless noted, no stated cut-off is given here; in the data, active means inhibition above about 50%; inactive means the rest.
canonical_smiles	PMI inhibitors	human PMI inhibitors	Autophagy mod	Autophagy mod cell loss 18 h	Insulin prom up	Insulin prom up cell count	Dynein cargo inh	Dynein cargo inh cytoplasmic EGFP	Dynein cargo inh nuclear GR-EGFP	Dynein cargo inh cell count	bCat nuc transl	bCat nuc transl cell count 5 µM	Yfh1-depleted yeast	MT stabilize HCS	MT stabilize HCS Hoechst-high %	MT stabilize HCS cytotoxicity %	WT yeast gro inh	WT yeast gro inh mutant strain
Fc1ccc(Nc2ccnc(Nc3ccc(F)cc3)n2)cc1	19.2%	17.8%	i	-15.6	-0.39	1039	1.72	-0.165	1.19	-1.51	2.8	515	i	5.3	3.3	13.2	74.8	84.8
Cc1cccc(N(C)C(=O)CCS(=O)(=O)c2cccc3nonc23)c1	5.9%	2.9%	i	-4.6	0.4	1297	-0.475	-0.116	0.139	-0.583	0.1	1035	i	2.8	2.1	12.0	-0.3	2.8
Cc1cc(C(=O)NCc2cccnc2)cs1	7.6%	6.8%	i	1.5	-0.09	1158	0.285	0.757	0.867	1.76	·	·	i	9.7	8.3	97.2	-7.2	-4.2
Cc1ccc(C(=O)C2CCOC(C)(C)C2)cc1 (stereo unspecified)	10.7%	11.8%	i	-30.2	0.37	1363	1.22	0.0726	0.876	-0.731	-0.5	1443	i	3.8	0.6	7.5	-7.1	-4.2
O=C1CC(c2ccccc2)CC2=C1CN(C1CCCCC1)CN2 (stereo unspecified)	8.9%	4.3%	i	3.1	-0.4	1129	-0.265	-0.288	0.0706	0.115	-4.4	1183	i	50.8*	33.4*	30.6*	-4.1	1.4
Cc1ccccc1S(=O)(=O)Cc1ccc(C(=O)NCCCOC(C)C)o1	10.0%	10.3%	i	-11.1	0.09	1335	-0.0618	-0.209	0.118	0.121	-1.9	1027	i	2.3	2.5	8.5	-20.2	20.2
Nc1cc(N)nc(SCC(=O)NNC(=O)c2ccc(Cl)cc2)n1	8.8%	3.9%	i	9.3	-0.14	1692	1.4	-0.234	1.49	-0.374	0.1	1218	i	11.7	9.5	15.9	2.5	9.1
Cc1cccc(C(=O)N2CCC(c3nc4ccccc4s3)CC2)c1	2.1%	-5.3%	i	-13.7	0.59	1422	-0.697	-0.218	-0.203	0.995	0.7	1045	i	3.1	1.3	6.5	13.7	-0.7
CCNC(=O)NC(=O)COC(=O)CCCc1nc2ccccc2s1	-6.3%	10.5%	i	6.0	0.13	1376	0.324	-0.369	-0.0288	0.288	-0.2	938	i	6.9	1.2	0.3	0.8	1.6
CC(Oc1ccc(Cl)cc1Cl)c1nc(-c2ccc(NC(=O)c3cccnc3)cc2)no1 (stereo unspecified)	17.5%	17.2%	i	-3.2	-9.2	582	0.641	-0.0955	1.2	-1.66	·	·	i	2.8	1.9	8.4	37.1	24.5
COc1ccc(NC(C)=O)cc1S(=O)(=O)Nc1ccccc1C(=O)N1CCCC1	-0.9%	-3.6%	i	-16.0	0.68	1481	-0.112	-0.0313	-0.516	0.466	0.1	1464	i	1.8	1.0	0.5	0.6	5.7
COCCCNC(=O)CN1C(=O)CSc2ncccc21	5.5%	10.9%	i	7.0	0.81	2101	-1.41	-0.171	-0.648	0.372	-2.3	1078	i	1.6	1.8	1.2	7.6	1.9
CCOC(=O)N1CCN(S(=O)(=O)c2ccc(C)cc2)C1c1ccc(OC)cc1 (stereo unspecified)	5.4%	-1.1%	i	9.4	0.51	1002	-0.761	-0.211	-0.252	0.334	-1.5	1176	·	1.8	1.5	7.2	84.8*	21.0*
c1csc(-c2nnc(COc3ncnc4sccc34)o2)c1	·	·	·	·	0.03	1016	-0.106	-0.262	-0.018	0.308	2.6	1248	i	·	·	·	·	·
CC(=O)c1ccc(NC(=O)c2ccn[nH]2)cc1	3.5%	-0.4%	i	9.2	0	1875	0.00376	-0.462	-0.0883	0.132	-0.1	1115	i	4.4	2.8	0.3	29.3	26.0

# More structures:
canonical_smiles	PMI inhibitors	human PMI inhibitors	Autophagy mod	Autophagy mod cell loss 18 h	Insulin prom up	Insulin prom up cell count	Dynein cargo inh	Dynein cargo inh cytoplasmic EGFP	Dynein cargo inh nuclear GR-EGFP	Dynein cargo inh cell count	bCat nuc transl	bCat nuc transl cell count 5 µM	Yfh1-depleted yeast	MT stabilize HCS	MT stabilize HCS Hoechst-high %	MT stabilize HCS cytotoxicity %	WT yeast gro inh	WT yeast gro inh mutant strain
COc1ccc(C)cc1NC(=O)CSc1nnc(-c2ccccn2)n1Cc1ccco1	16.9%	16.7%	i	64.3	0.63	1183	1.14	0.574	1.19	-1.93	0.7	1341	i	7.7	3.9	16.2	10.6	0.7
O=C(O)c1ccc(-n2cccn2)nc1	-7.5%	-0.1%	i	-21.7	-0.35	1443	-0.667	-0.297	-0.215	0.684	0.3	1484	i	2.2	1.2	9.6	2.3	1.7
CCC(C)NC(=O)C1=CCN(S(=O)(=O)c2ccc(C)cc2)CC1 (stereo unspecified)	·	·	·	·	-0.35	1088	-0.209	-0.257	0.391	1.07	0.8	1245	i	·	·	·	·	·
CC(C)c1cccc(C(C)C)c1OCCCCN1CCCC1	-5.3%	-0.6%	i	2.4	-0.18	924	-0.244	-0.248	0.067	-0.0326	·	·	i	1.4	1.1	3.8	14.7	-1.2
COc1cc(C(C)=O)ccc1Oc1cnccn1	-16.5%	-6.6%	i	8.7	0.25	1292	-0.154	-0.224	-0.328	0.496	0.4	1080	i	1.0	1.0	0.9	11.2	8.5
C/C(=N\NC(=O)c1cccc(Cl)c1)c1cccc(NC(=O)c2ccco2)c1	4.2%	8.9%	i	-26.3	-0.6	1869	0.527	-0.105	-0.0616	0.114	0.2	1127	i	2.3	1.6	3.6	1.5	1.6

# Sorted by number of heavy atoms (high to low): 10 of the compounds above.
canonical_smiles	PMI inhibitors	human PMI inhibitors	Autophagy mod	Autophagy mod cell loss 18 h	Insulin prom up	Insulin prom up cell count	Dynein cargo inh	Dynein cargo inh cytoplasmic EGFP	Dynein cargo inh nuclear GR-EGFP	Dynein cargo inh cell count	bCat nuc transl	bCat nuc transl cell count 5 µM	Yfh1-depleted yeast	MT stabilize HCS	MT stabilize HCS Hoechst-high %	MT stabilize HCS cytotoxicity %	WT yeast gro inh	WT yeast gro inh mutant strain
COc1ccc(C)cc1NC(=O)CSc1nnc(-c2ccccn2)n1Cc1ccco1	16.9%	16.7%	i	64.3	0.63	1183	1.14	0.574	1.19	-1.93	0.7	1341	i	7.7	3.9	16.2	10.6	0.7
COc1ccc(NC(C)=O)cc1S(=O)(=O)Nc1ccccc1C(=O)N1CCCC1	-0.9%	-3.6%	i	-16.0	0.68	1481	-0.112	-0.0313	-0.516	0.466	0.1	1464	i	1.8	1.0	0.5	0.6	5.7
C/C(=N\NC(=O)c1cccc(Cl)c1)c1cccc(NC(=O)c2ccco2)c1	4.2%	8.9%	i	-26.3	-0.6	1869	0.527	-0.105	-0.0616	0.114	0.2	1127	i	2.3	1.6	3.6	1.5	1.6
CCNC(=O)NC(=O)COC(=O)CCCc1nc2ccccc2s1	-6.3%	10.5%	i	6.0	0.13	1376	0.324	-0.369	-0.0288	0.288	-0.2	938	i	6.9	1.2	0.3	0.8	1.6
CCC(C)NC(=O)C1=CCN(S(=O)(=O)c2ccc(C)cc2)CC1 (stereo unspecified)	·	·	·	·	-0.35	1088	-0.209	-0.257	0.391	1.07	0.8	1245	i	·	·	·	·	·
CC(C)c1cccc(C(C)C)c1OCCCCN1CCCC1	-5.3%	-0.6%	i	2.4	-0.18	924	-0.244	-0.248	0.067	-0.0326	·	·	i	1.4	1.1	3.8	14.7	-1.2
c1csc(-c2nnc(COc3ncnc4sccc34)o2)c1	·	·	·	·	0.03	1016	-0.106	-0.262	-0.018	0.308	2.6	1248	i	·	·	·	·	·
COCCCNC(=O)CN1C(=O)CSc2ncccc21	5.5%	10.9%	i	7.0	0.81	2101	-1.41	-0.171	-0.648	0.372	-2.3	1078	i	1.6	1.8	1.2	7.6	1.9
CC(=O)c1ccc(NC(=O)c2ccn[nH]2)cc1	3.5%	-0.4%	i	9.2	0	1875	0.00376	-0.462	-0.0883	0.132	-0.1	1115	i	4.4	2.8	0.3	29.3	26.0
O=C(O)c1ccc(-n2cccn2)nc1	-7.5%	-0.1%	i	-21.7	-0.35	1443	-0.667	-0.297	-0.215	0.684	0.3	1484	i	2.2	1.2	9.6	2.3	1.7
